Assay outcomes (PubChem BioAssay)
esBAF inh: Bmi1 luciferase reporter increase in mESCs, primary screen, esBAF inhibitor project, mouse ES cells, Bmi1 luciferase knock-in, single point; 24 h; 100% = twice the neutral-well signal; reporter increase, % at 12.5 µM; 350,000 tested, 2% active; AID 602393, 2012; in the data active means activation above about 40%;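 further: 0% = median of the plate's neutral control wells and 100% = double that signal; a rise in the Bmi1 reporter signal indicates esBAF inhibition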
ERp5 block: inhibitors of ERp5-driven insulin aggregation, primary screen, biochemical, turbidity, absorbance 650 nm, single point; Protein disulfide-isomerase A6 (Homo sapiens), Q15084; 90 min; inhibition, % at 9.99 µM; 350,000 tested, 0.05% active; AID 651711, 2012;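 active means mean replicate inhibition above about 25%, with every replicate also reaching it, limit read from the data, passing the limit was not always enough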
Target sequence (Q15084 whole entry, looked up): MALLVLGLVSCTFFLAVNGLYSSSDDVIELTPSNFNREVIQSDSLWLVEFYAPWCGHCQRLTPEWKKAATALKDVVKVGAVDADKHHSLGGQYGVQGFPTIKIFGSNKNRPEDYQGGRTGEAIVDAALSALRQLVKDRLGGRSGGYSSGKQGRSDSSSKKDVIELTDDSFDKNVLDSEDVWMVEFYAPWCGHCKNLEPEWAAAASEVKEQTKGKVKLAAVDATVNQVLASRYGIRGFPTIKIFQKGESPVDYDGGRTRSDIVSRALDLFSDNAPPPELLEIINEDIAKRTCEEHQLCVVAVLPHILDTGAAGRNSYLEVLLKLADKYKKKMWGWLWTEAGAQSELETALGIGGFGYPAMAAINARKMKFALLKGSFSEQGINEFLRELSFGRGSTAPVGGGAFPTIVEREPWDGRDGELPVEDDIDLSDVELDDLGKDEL
RAD54 inh: inhibitors of human RAD54 branch migration, primary screen, biochemical, fluorescence, single point; inhibition, % at 10.4 µM; 360,000 tested, 0.14% active; DNA repair and recombination protein RAD54-like (Homo sapiens), Q92698; RAD54 Holliday junction branch migration, FAM/BHQ fluorescence; AID 602329, 2012;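 active means mean normalized replicate activity at least 40 and at least half of replicates scoring 40 or more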;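 further: 0% = median of neutral control wells and 100% = median of positive control wells; inhibitors cause a drop in the FAM fluorescence signal; in these data hits start at about 50%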
ERAP1 inh: human ERAP1 aminopeptidase inhibitors, primary screen, biochemical, single point, plate reader. Endoplasmic reticulum aminopeptidase 1 (Homo sapiens), Q9NZ08. recombinant ERAP1, Leu-AMC fluorescence, 60 min. inhibition, % at 10.7 µM. 340,000 tested, 0.15% active. AID 652197, 2013;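 active means mean replicate inhibition of at least 30%, or all replicates individually reaching that 30% level; inactive means mean below 30% and not every replicate reaching it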;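 further: 0% = neutral control wells and 100% = L-leucinethiol positive control wells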
RAD52 inh: RAD52 DNA annealing inhibitors, primary screen, biochemical, FRET, single point, set 2; DNA repair protein RAD52 homolog (Homo sapiens), P43351; 360,000 tested, 0.46% active; recombinant RAD52 DNA annealing, FRET fluorescence; inhibition, % at 18.7 µM;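 active means every replicate showing at least 50% inhibition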
Target sequence (P43351 whole entry, looked up): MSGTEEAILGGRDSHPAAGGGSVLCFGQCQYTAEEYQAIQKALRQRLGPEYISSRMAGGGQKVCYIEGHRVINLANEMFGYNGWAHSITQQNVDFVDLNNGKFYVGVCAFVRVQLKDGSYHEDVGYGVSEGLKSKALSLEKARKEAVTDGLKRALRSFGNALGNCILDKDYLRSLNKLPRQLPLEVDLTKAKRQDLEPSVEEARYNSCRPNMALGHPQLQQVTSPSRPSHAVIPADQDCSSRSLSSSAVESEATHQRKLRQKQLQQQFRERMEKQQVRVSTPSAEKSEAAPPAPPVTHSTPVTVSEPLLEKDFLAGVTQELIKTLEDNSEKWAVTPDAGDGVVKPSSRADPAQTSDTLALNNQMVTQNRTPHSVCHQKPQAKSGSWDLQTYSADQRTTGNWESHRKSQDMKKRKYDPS
Xi reactivation: activators of inactive X chromosome reactivation, primary screen, imaging, XiGFP fibroblasts, GFP high-content imaging, set 2. activation, % at 7.58 µM. XiGFP mouse fibroblasts, % GFP-positive cells imaging, 3 d; cells co-treated with 5-aza-dC sensitizer; scaled so ellipticine positive control = 100%. 360,000 tested, 0.055% active;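 active means mean normalized replicate activation at least 10% and every replicate at or above 10%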;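 further: 0% = median of on-plate neutral control wells and 100% = ellipticine 6 µM median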
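System: XiGFP fibroblasts, SV40-immortalized. Medium: DMEM plus 5-aza-dC sensitizer. Doses: single point. Timing: 3 d treatment, 15 min room-temperature fixation. Control set: ellipticine 6 µM.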
E-selectin induc: E-selectin induction in HUVECs, primary screen, imaging, HUVEC, immunofluorescence imaging, single point. activation, % at 7.58 µM. 260,000 tested, 0.37% active. P16581. normalized: neutral wells 0, TNF-alpha wells 100;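 active means mean E-selectin-positive cell signal at least 10% of the positive control, reached in at least 60% of replicates, without over 20% cell loss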;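 further: in these data hits start at about 27%; measured in HUVEC primary endothelial cells; signal is the percent of cells scored E-selectin positive by PE staining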
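material = human umbilical vein endothelial cells (HUVEC), E-selectin induction | quantity = 3,000 cells/well | medium = EGM-2 growth medium on 0.1% gelatin-coated wells | technique = immunofluorescence imaging | read-out basis = % PE-positive cells | control set = TNF-alpha positive control, DMSO neutral control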
S100A4 inh HTS: inhibitors of S100A4-myosin IIA peptide binding, primary screen, biochemical, fluorescence polarization, TAMRA-MyoIIA peptide; 360,000 tested, 0.14% active; inhibition, % at 10.7 µM; AID 652163, 2013; Protein S100-A4 (Homo sapiens), P26447;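 active means mean inhibition of at least 70% across replicates, with every replicate also reaching that level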
Target sequence (P26447 whole entry, looked up): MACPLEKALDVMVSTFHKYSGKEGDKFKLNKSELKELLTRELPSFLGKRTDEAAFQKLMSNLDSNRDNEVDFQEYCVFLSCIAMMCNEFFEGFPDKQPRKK
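Test system: S100A4 monomer protein; Medium: HEPES pH 7.2 with CaCl2, KCl, NaCl, DTT, Triton; Probe or stimulus: TAMRA-labelled myosin IIA heavy-chain peptide probe, 5 nM; Doses: one dose per compound; Times: polarization read 5 min after assay mix addition, stable 5–60 min; Benchmarks: neutral control DMSO, positive control TFP.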
* hit, by the source's call.

Results for COc1ccccc1NS(=O)(=O)c1cc([N+](=O)[O-])ccc1N/N=C/c1sc(N2CCOCC2)nc1-c1ccccc1 ?
ERp5 block: 1; ERAP1 inh: 0; RAD52 inh: -22; Xi reactivation: 1.7; E-selectin induc: -1.7; S100A4 inh HTS: -10

Results for COc1ccccc1NS(=O)(=O)c1ccc(C(=O)N2CCN(c3ccccc3O)CC2)cc1 ?
esBAF inh: 3; ERp5 block: -2; ERAP1 inh: 0; RAD52 inh: 1; Xi reactivation: 0.1; S100A4 inh HTS: 6

What do the screens show for `Cc1ccc(C(=O)OCC(=O)NCc2cccs2)cc1C`?
ERp5 block: -3; ERAP1 inh: 5; RAD52 inh: -3; Xi reactivation: 0.0; E-selectin induc: 2.2; S100A4 inh HTS: 6

Results for Cc1ccc(/C=C/C(=O)Nc2ccc(S(=O)(=O)Nc3onc(C)c3C)cc2)cc1 ?
esBAF inh: -8; ERp5 block: -1; RAD54 inh: -1; ERAP1 inh: -4; RAD52 inh: 2; Xi reactivation: 0.0; E-selectin induc: 0.0; S100A4 inh HTS: 0

Results for COc1ccccc1CNCc1ccc(C)cc1 ?
esBAF inh: 2; ERp5 block: 2; RAD54 inh: -13; ERAP1 inh: -4; RAD52 inh: -15; Xi reactivation: 0.2; S100A4 inh HTS: -2

How did C[C@H](CO)N1C[C@H](C)[C@H](CN(C)C(=O)C2CC2)Oc2cc(-c3ccncc3)ccc2S1(=O)=O do in these assays?
esBAF inh: -1; ERp5 block: 3; RAD54 inh: -1; ERAP1 inh: -3; RAD52 inh: 14; Xi reactivation: -0.4; E-selectin induc: -0.3; S100A4 inh HTS: -7

What do the screens show for `CC(/C=N/NC(=O)Cn1cnc2ccccc21)=C\c1ccccc1`?
esBAF inh: -8; ERp5 block: -1; ERAP1 inh: -3; RAD52 inh: -19; Xi reactivation: 0.2; S100A4 inh HTS: -1

How did CN(Cc1ccccc1)C(=O)COc1ccc(Br)cc1Cl do in these assays?
esBAF inh: 6; ERp5 block: 2; ERAP1 inh: 0; RAD52 inh: -13; Xi reactivation: -0.3; E-selectin induc: 0.1; S100A4 inh HTS: 2

How did COc1cccc(C(=O)Nc2c[nH]c(=O)[nH]c2=O)c1 do in these assays?
esBAF inh: -6; ERp5 block: 1; RAD54 inh: -7; ERAP1 inh: 5; RAD52 inh: -4; Xi reactivation: 0.3; S100A4 inh HTS: 3

What do the screens show for `CC(=O)N1CCN(C(=O)CNc2cc(C(F)(F)F)ccc2OCC(F)(F)F)CC1`?
esBAF inh: -3; ERp5 block: -5; RAD54 inh: -11; ERAP1 inh: 8; RAD52 inh: -5; S100A4 inh HTS: -4

What do the screens show for `Cc1noc(C)c1S(=O)(=O)Nc1ccc2c(c1)CC(=O)N([C@H](C)CO)C[C@@H](C)[C@H](CN(C)C(=O)Nc1ccc3c(c1)OCO3)O2`?
esBAF inh: 5; RAD54 inh: 2; Xi reactivation: 0.0; E-selectin induc: 9.4

What do the screens show for `O=C(C[C@@H]1C[C@H]2c3cc(NC(=O)Nc4ccc(C(F)(F)F)cc4)ccc3O[C@H]2[C@@H](CO)O1)NC1CCCCC1`?
esBAF inh: 0; ERp5 block: 4; RAD54 inh: 1; ERAP1 inh: 1; RAD52 inh: -9; Xi reactivation: -0.1; E-selectin induc: 0.5; S100A4 inh HTS: -23

How did COc1ccc(-c2ccc(C(=O)Nc3ccccc3)c3occc23)c(C)c1 do in these assays?
esBAF inh: 86*; ERp5 block: -3; RAD54 inh: -2; ERAP1 inh: 3; RAD52 inh: -3; Xi reactivation: 0.1; E-selectin induc: -1.6; S100A4 inh HTS: -3

Results for O=C(NC1Cc2ccccc2C1)[C@H]1[C@H](CO)[C@H]2Cn3c(cccc3=O)[C@H]2N1C(=O)C1CC1 ?
esBAF inh: -2; ERp5 block: 1; RAD54 inh: -3; ERAP1 inh: -1; RAD52 inh: 4; Xi reactivation: 0.2; E-selectin induc: -0.2; S100A4 inh HTS: 6

What do the screens show for `COC(=O)C[C@@H]1CC[C@@H](NS(=O)(=O)c2ccc(F)cc2)[C@@H](CO)O1`?
ERp5 block: 10; RAD52 inh: -7; Xi reactivation: 0.0; E-selectin induc: -3.9; S100A4 inh HTS: -10

Results for O=C1NC(=S)S/C1=C\c1cc(Cl)ccc1Cl ?
esBAF inh: 20; ERp5 block: -7; RAD54 inh: 9; ERAP1 inh: -2; RAD52 inh: 11; Xi reactivation: -0.1; E-selectin induc: -3.9; S100A4 inh HTS: -2

Results for COc1ccc(/C=N/NC(=O)c2ccc3nc[nH]c3c2)cc1 ?
ERp5 block: -3; RAD54 inh: 7; ERAP1 inh: 0; RAD52 inh: -17; Xi reactivation: 0.0; E-selectin induc: 0.0; S100A4 inh HTS: 0

How did O=C(CCc1nnc2ccc(N3CCCC3)nn12)Nc1ccc(F)cc1F do in these assays?
esBAF inh: 13; ERp5 block: 5; RAD54 inh: 6; ERAP1 inh: 5; RAD52 inh: -6; Xi reactivation: 0.0; E-selectin induc: 6.1; S100A4 inh HTS: 2

What do the screens show for `O=C1CCN(Cc2ccc(Cl)cc2)N1`?
esBAF inh: 28; ERp5 block: 1; RAD54 inh: -7; ERAP1 inh: 0; RAD52 inh: -18; Xi reactivation: 0.0; E-selectin induc: 1.3; S100A4 inh HTS: 2

What do the screens show for `Cc1ccc(-c2nc(Nc3ccc(O)cc3)c3ccccc3n2)cc1`?
esBAF inh: 20; ERp5 block: 2; RAD54 inh: 19; ERAP1 inh: 3; RAD52 inh: -6; Xi reactivation: 0.3; S100A4 inh HTS: -4

Results for Cc1onc(-c2ccccc2)c1C(=O)NCc1ccc(Cl)cc1 ?
esBAF inh: -4; ERp5 block: -8; RAD54 inh: -34; ERAP1 inh: -1; RAD52 inh: -8; Xi reactivation: 0.0; E-selectin induc: 0.0; S100A4 inh HTS: 1

Results for CC(=O)c1c(C)nc(-c2ccccc2)nc1NC(=O)Cc1ccccc1 ?
ERp5 block: -1; ERAP1 inh: 2; RAD52 inh: 4; Xi reactivation: -0.1; E-selectin induc: 0.3; S100A4 inh HTS: 30

How did CN=Cc1cc(-c2ccccc2)sc1O do in these assays?
esBAF inh: 64*; ERp5 block: 3; RAD54 inh: 12; ERAP1 inh: -2; RAD52 inh: -2; S100A4 inh HTS: -2

Results for CN1CCC(OC(=O)COc2ccc(F)cc2)CC1 ?
esBAF inh: -7; ERp5 block: 4; RAD54 inh: -2; ERAP1 inh: 0; RAD52 inh: -20; Xi reactivation: 0.0; E-selectin induc: 2.2; S100A4 inh HTS: 4

What do the screens show for `CC(C)(C)c1ccc(Cn2nnc3c(=O)[nH]c(C4CCN(C(=O)c5ccco5)CC4)nc32)cc1`?
esBAF inh: 2; ERp5 block: 3; RAD54 inh: 1; ERAP1 inh: -4; RAD52 inh: -4; Xi reactivation: 0.0; E-selectin induc: 1.1; S100A4 inh HTS: 2

What do the screens show for `CCOC(=O)C1CCCN(Cc2ccc(-c3ccccc3)cc2)C1` (stereo unspecified)?
esBAF inh: 1; ERp5 block: 7; RAD54 inh: 4; ERAP1 inh: 3; RAD52 inh: -16; Xi reactivation: 0.5; S100A4 inh HTS: -1

How did C[C@@H]1CN([C@H](C)CO)C(=O)c2cc(C3=CCCCC3)cnc2O[C@H]1CN(C)Cc1cccc(F)c1 do in these assays?
esBAF inh: -2; ERp5 block: -3; RAD54 inh: -1; ERAP1 inh: 1; RAD52 inh: 11; Xi reactivation: -0.1; E-selectin induc: 0.1; S100A4 inh HTS: 3

What do the screens show for `O=C(NCc1ccco1)C1CC(c2ccc(C(F)(F)F)cc2)=NO1` (stereo unspecified)?
esBAF inh: -30; ERp5 block: 3; RAD54 inh: 3; ERAP1 inh: 1; RAD52 inh: -2; Xi reactivation: 0.1; E-selectin induc: 0.2; S100A4 inh HTS: -3

What do the screens show for `O=C(Nc1cccc(F)c1)N1C[C@@H]2[C@H](c3ccccc31)[C@H](CO)N2C(=O)Cc1ccccc1`?
esBAF inh: -2; ERp5 block: 1; RAD54 inh: 4; ERAP1 inh: 3; RAD52 inh: -21; Xi reactivation: 0.5; E-selectin induc: 0.2; S100A4 inh HTS: 5

Results for COc1ccc2c3c(n(C)c2c1)[C@H](CO)N(C(=O)Cc1ccccn1)CC31CCN(CC2CCCC2)CC1 ?
ERp5 block: -5; ERAP1 inh: 5; RAD52 inh: 3; Xi reactivation: 0.2; E-selectin induc: 0.1; S100A4 inh HTS: 0

Results for O=C(Nc1cccc(C(F)(F)F)c1)C1CC(=O)N(Cc2ccco2)C1 (stereo unspecified) ?
esBAF inh: -2; ERp5 block: 1; RAD54 inh: -11; ERAP1 inh: 0; RAD52 inh: -36; Xi reactivation: 0.1; E-selectin induc: 2.0; S100A4 inh HTS: -1

What do the screens show for `CSc1cccc(NC(=S)N(Cc2ccc(C)cc2)Cc2cccnc2)c1`?
ERp5 block: -3; ERAP1 inh: -1; RAD52 inh: -13; Xi reactivation: 0.2; E-selectin induc: 0.0; S100A4 inh HTS: -4

What do the screens show for `CCOc1ccc(C(=O)OC(C)CN2CCN(C)CC2)cc1` (stereo unspecified)?
esBAF inh: -2; ERp5 block: -5; RAD54 inh: -12; ERAP1 inh: -1; RAD52 inh: -8; Xi reactivation: -0.1; E-selectin induc: 0.3; S100A4 inh HTS: -1

How did CCOCCCNc1nc2c(-c3ccccc3)nnn2c2ccccc12 do in these assays?
esBAF inh: -8; ERp5 block: 0; RAD54 inh: -9; ERAP1 inh: 3; RAD52 inh: -5; Xi reactivation: 0.3; E-selectin induc: 1.2; S100A4 inh HTS: -1

Looked up by compound from the entries so far, 4 records:
What do the screens show for `CCOc1ccc(C(=O)OC(C)CN2CCN(C)CC2)cc1` (stereo unspecified)?
esBAF inh: -2; ERp5 block: -5; RAD54 inh: -12; ERAP1 inh: -1; RAD52 inh: -8; Xi reactivation: -0.1; E-selectin induc: 0.3; S100A4 inh HTS: -1

What do the screens show for `CSc1cccc(NC(=S)N(Cc2ccc(C)cc2)Cc2cccnc2)c1`?
ERp5 block: -3; ERAP1 inh: -1; RAD52 inh: -13; Xi reactivation: 0.2; E-selectin induc: 0.0; S100A4 inh HTS: -4

Results for CN1CCC(OC(=O)COc2ccc(F)cc2)CC1 ?
esBAF inh: -7; ERp5 block: 4; RAD54 inh: -2; ERAP1 inh: 0; RAD52 inh: -20; Xi reactivation: 0.0; E-selectin induc: 2.2; S100A4 inh HTS: 4

How did CN=Cc1cc(-c2ccccc2)sc1O do in these assays?
esBAF inh: 64*; ERp5 block: 3; RAD54 inh: 12; ERAP1 inh: -2; RAD52 inh: -2; S100A4 inh HTS: -2
